PglD DTNB: PglD (C. jejuni) enzyme inhibition | purified PglD enzyme, DTNB colorimetric CoA detection | inhibition, % at 12.5 µM | 0.098% of 360,000 active | AID 602405; in the data active means inhibition above about 16%, passing the limit was not always enough; inconclusive means no clear call, values can overlap the other calls; further: strong numbers were not always called active
LGR2 inh: Drosophila LGR2 receptor signaling inhibition | AID 720647 | 0.35% of 380,000 active | inhibition, % at 9.99 µM | HEK293 LGR2, CRE-luciferase, bursicon-stimulated, 4 h;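 active means drop in luminescence signal, shown as inhibition above about 50% in the replicate tests, limit read from the data, passing the limit was not always enough; inconclusive means probably only some replicates passing the limit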;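 further: agonist challenge used bursicon conditioned medium at about half maximal strength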
S100A4 MyoIIA: S100A4-myosin IIA interaction inhibition; inhibition, % at 10.7 µM; S100A4/TAMRA-MyoIIA peptide fluorescence polarization; 0.14% of 360,000 active;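 active means mean inhibition of at least 70% across replicates, with every replicate also reaching that level; inconclusive means mean inhibition reaches 70% but some replicates fall short; inactive means mean inhibition below 70%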
Target sequence (P26447 whole entry, looked up): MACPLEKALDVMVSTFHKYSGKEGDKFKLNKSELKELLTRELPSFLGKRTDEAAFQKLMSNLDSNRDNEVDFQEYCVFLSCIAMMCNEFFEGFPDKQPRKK
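Test system: S100A4 monomer protein. Medium: HEPES buffer with Ca2+, pH 7.2. Reagent: fluorescent myosin IIA peptide, 5 nM. Compound dosing: single-point compound testing. Timing: 5 min between mix addition and reading. Benchmarks: DMSO neutral and TFP positive wells.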
EWS-Fli inh: EWS/Fli transcriptional activity inhibition | A673 NR0B1-luciferase reporter, viability-normalised | inhibition, % at 12.6 µM | 0.67% of 350,000 active;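 active means mean inhibition of at least 50% after viability correction, with every replicate also passing that limit; inconclusive means mean reaches 50% but only one of two replicates passes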;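 further: firefly luciferase signal divided by Alamar Blue viability fluorescence both relative to DMSO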
FN deposit inh: fibronectin deposition inhibition | AH1F fibroblasts, Alexa488-fibronectin deposition fluorescence, overnight | 0.086% of 350,000 active | inhibition, % at 12.6 µM | AID 743247;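 active means mean inhibition across replicates of 30% or more, regardless of how many single replicates reach that level; inconclusive means mean under 30% yet at least half of replicates reach 30%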;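 further: positive control wells lacked labelled fibronectin entirely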
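Material: AH1F fibroblasts assembling fluorescent fibronectin matrix; amount: 10000 AH1F cells/well; medium: DMEM, 2% serum; reagent: Alexa488-fibronectin, 24 nM final in well; dosing: single compound dose, delivered by pin transfer; incubation: 1 h adhesion, overnight exposure; detection: fluorescence after three HBSS washes, excitation 485 nm, emission 525 nm; measure: fibronectin deposition inhibition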
ERAP1 inh: ERAP1 (human) enzyme inhibition; Q9NZ08; recombinant ERAP1, Leu-AMC fluorescence, 60 min; inhibition, % at 10.7 µM; 0.15% of 340,000 active;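 active means mean replicate inhibition of at least 30%, or all replicates individually reaching that 30% level; inactive means mean below 30% and not every replicate reaching it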;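 further: 0% = neutral control wells and 100% = L-leucinethiol positive control wells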
Target sequence (Q9NZ08 whole entry, looked up): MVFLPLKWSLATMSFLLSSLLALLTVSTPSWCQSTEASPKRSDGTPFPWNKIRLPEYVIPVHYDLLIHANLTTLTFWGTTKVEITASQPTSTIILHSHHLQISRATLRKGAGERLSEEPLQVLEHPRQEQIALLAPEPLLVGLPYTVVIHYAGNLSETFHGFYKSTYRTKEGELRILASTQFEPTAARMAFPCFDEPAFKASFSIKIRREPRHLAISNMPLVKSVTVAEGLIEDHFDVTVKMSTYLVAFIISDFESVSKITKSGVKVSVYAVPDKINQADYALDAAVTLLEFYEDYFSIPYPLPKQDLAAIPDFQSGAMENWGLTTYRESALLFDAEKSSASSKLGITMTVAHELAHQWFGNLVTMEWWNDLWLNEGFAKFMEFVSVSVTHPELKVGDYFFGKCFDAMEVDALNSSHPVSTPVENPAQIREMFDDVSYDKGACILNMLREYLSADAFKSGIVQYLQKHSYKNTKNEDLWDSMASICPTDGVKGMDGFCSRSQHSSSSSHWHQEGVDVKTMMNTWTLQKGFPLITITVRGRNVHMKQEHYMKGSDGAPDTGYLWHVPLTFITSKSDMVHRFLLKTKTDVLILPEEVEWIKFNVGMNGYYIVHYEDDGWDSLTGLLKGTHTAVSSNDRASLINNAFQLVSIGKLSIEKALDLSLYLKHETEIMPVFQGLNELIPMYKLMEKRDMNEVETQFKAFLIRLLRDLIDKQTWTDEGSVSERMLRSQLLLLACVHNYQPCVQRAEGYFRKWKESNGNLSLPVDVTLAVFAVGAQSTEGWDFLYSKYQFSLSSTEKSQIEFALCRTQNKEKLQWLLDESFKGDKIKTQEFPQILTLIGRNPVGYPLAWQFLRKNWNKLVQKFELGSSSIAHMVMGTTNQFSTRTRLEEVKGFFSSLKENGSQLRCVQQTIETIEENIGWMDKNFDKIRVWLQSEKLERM
PGC1a acetyl inh: PGC1a acetylation modulation, inhibitor mode. U2OS PGC1a acetylation, AlphaScreen anti-acetyl-lysine; with virally co-expressed GCN5 acetyltransferase. inhibition, % at 15.6 µM. 0.17% of 350,000 active. AID 651687;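 active means every replicate shows inhibition of at least 40%; inconclusive means mean inhibition at least 40% but some replicate below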;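 further: 0% = neutral control wells and 100% = positive control wells; some results beyond the cut were filed as inactive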
PAX8 inh HTS: inhibitors of PAX8 transcriptional activity in RMG-I cells | 1.2% of 360,000 active | RMG-I TPO-luciferase reporter, SteadyGlo, 24 h | inhibition, % at 12.6 µM;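 active means mean replicate inhibition at least 60% with every replicate also reaching 60%; inconclusive means only one of the two criteria is met; inactive means mean below 60% and not all replicates reaching 60%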;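 further: luciferase light reporting Pax8 driven TPO promoter activity; plate controls were median of neutral control wells for no effect and mitoxantrone controls for full effect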
* hit, by the source's call; ? = inconclusive; nt = not tested or not shown; & = joins results of further samples.

SMILES | PglD DTNB | LGR2 inh | S100A4 MyoIIA | EWS-Fli inh | FN deposit inh | ERAP1 inh | PGC1a acetyl inh | PAX8 inh HTS
CC(O)C(NS(=O)(=O)c1ccc(Cl)cc1)C(=O)OCC(=O)c1ccc2c(c1)NC(=O)CO2 (stereo unspecified) | 3.6 | 3.5 | 8.2 | -0.6 | 2.2 | -7.8 | 0.6 | -12.3
Cc1ccc(NC(=O)/C=C\C(=O)NCC(=O)O)cc1C | 4.0 | 29.9 | nt | nt | -2.7 | nt | -2.2 | nt
CC(C)NC(=O)N(C)C[C@H]1Oc2cc(-c3ccccc3)ccc2S(=O)(=O)N([C@H](C)CO)C[C@H]1C | -0.6 | -3.4 | 2.4 | 3.8 | nt | -2.8 | -10.2 | nt
C[C@@H]1CN([C@@H](C)CO)C(=O)c2cccc(NC(=O)C3CCCCC3)c2O[C@@H]1CN(C)C(=O)NC1CCCCC1 | -1.4&1.2 | -1.3&4.2 | 4.1&-7.1 | 2.8&-1.4 | -6.5 | -2.8 | 16.2 | 13.8
CC=Cc1ccc2n(c1=O)C[C@H]1[C@H](CO)[C@@H](C(=O)OC)N(C(C)=O)[C@@H]21 (mixture of isomers) | -1.6 | -15.5 | 4.6 | 4.3 | nt | -1.3 | nt | nt
CCNc1nc(SCC(=O)OC)nc(N2CCOCC2)n1 | -1.6 | nt | nt | nt | 16.2 | nt | 0.5 | -7.7
O=C(/C=C/c1ccc(Cl)cc1)Nc1ccc(CN2CCOCC2)cc1 | nt | 23.2 | -4.9 | 7.2 | -7.2 | 1.7 | nt | 9.9
CN(Cc1nc2ccccc2c(=O)[nH]1)C(=O)c1ccc(NC(=O)CSc2nnnn2C)cc1 | 4.8 | -1.9 | -1.1 | -3.4 | 0.8 | -0.2 | -3.2 | 1.4
CC(=O)N1CC(C)Sc2ccc(S(=O)(=O)NCCc3ccc(C)cc3)cc21 (stereo unspecified) | -2.6 | -5.5 | -1.7 | nt | 0.6 | -1.9 | 1.2 | 5.7
COc1ccc(S(=O)(=O)N(C)C[C@H]2Oc3ccc(NC(=O)Nc4ccc5c(c4)OCO5)cc3C(=O)N([C@@H](C)CO)C[C@H]2C)cc1 | 0.4 | -8.0 | 46.9 | -5.3 | -0.5 | -0.1 | -4.5 | nt
OC(CNC1CCCC1)COc1ccc(-c2ccccc2)cc1 (stereo unspecified) | nt | -11.5 | -7.7 | 7.3 | -7.4 | 3.9 | nt | -16.1
O=C(Nc1ccc(S(=O)(=O)N2CCCC2)cc1)c1cc(=O)c2ccccc2o1 | -2.1 | 1.4 | 0.4 | -10.1 | -7.6 | nt | -5.2 | 4.9
O=C(c1cccc(F)c1)N1CCCCN2[C@H](CO)[C@@H](c3ccc(/C=C/c4ccccc4)cc3)[C@H]2C1 | -2.5 | 16.4 | 9.4 | 5.5 | nt | 0.7 | 8.8 | -3.4
COc1ccc(N=C2Sc3ccccc3[C@@H]3C[C@H]4[C@H](CON4C)CN23)c(OC)c1 | nt | 2.7 | -3.3 | 0.9 | 11.0 | 3.3 | nt | 18.2
COc1ccc(NC(=O)c2ccc([N+](=O)[O-])cc2[N+](=O)[O-])c(OC)c1 | nt | -6.1 | 0.0 | -2.5 | 2.4 | -5.0 | -3.4 | 20.4
Oc1ccc(N=Nc2ccccc2)o1 | -5.3 | -8.1 | -1.0 | -8.7 | 2.5 | 3.2 | nt | 8.0
Cc1noc(C)c1NC(=O)NCC[C@@H]1CC[C@@H](NC(=O)Nc2cccc(Cl)c2)[C@@H](CO)O1 | 4.2 | 7.6 | 1.0 | 4.8 | -15.1 | -3.2 | 3.4 | -10.5
Cc1c(NS(=O)(=O)c2ccccc2F)c(=O)n(-c2ccccc2)n1C | -3.7 | -13.2 | -1.9 | -3.3 | 3.6 | -0.8 | 3.6 | 7.3
OC[C@@H]1[C@H](c2ccc(C3=CCCC3)cc2)[C@@H]2CN(CCC(F)(F)F)CCCCN12 | -0.3 | nt | -3.1 | 18.1 | nt | -0.4 | -5.8 | -24.3
C[C@@H]1CN([C@@H](C)CO)C(=O)c2cc(NC(=O)C3CC3)ccc2O[C@@H]1CN(C)Cc1ccc(-c2ccccc2)cc1 | 0.7 | -6.1 | 9.1 | 4.7 | nt | 0.4 | -13.7 | nt
COc1cccc(CNS(=O)(=O)c2ccc3c(c2)N(C(C)=O)CCS3)c1 | -4.4 | -11.4 | 0.2 | nt | -2.7 | -3.1 | 5.9 | 2.8
Cn1c(=O)c2c(nc(CN3CCN(C(=O)c4ccco4)CC3)n2Cc2ccccc2F)n(C)c1=O | 4.9 | nt | -6.8 | -0.3 | 0.9 | -1.4 | 3.7 | 15.3
CCCN(CC)c1ncnc2[nH]ncc12 | 0.2 | 17.4 | 2.0 | -8.1 | nt | -7.4 | ? | -41.0
O=C(COc1ccccc1Cl)Nc1nc(-c2ccncc2)cs1 | 0.1 | 26.4 | -5.4 | -6.6 | 0.8 | -0.1 | nt | 2.2
COc1ccc2c3c([nH]c2c1)[C@@H](CO)N(Cc1ccccc1)CC31CN(C(=O)NC(C)C)C1 | nt | -1.5 | 58.4 | 5.4 | nt | -2.3 | -9.5 | nt
CO[C@H]1CC[C@H]2CCOc3ccc(C#N)cc3C(=O)N(C)C[C@@H](OC)[C@H](C)C(=O)N(C)C[C@@H]1O2 | 0.9 | 8.0 | 9.0 | 4.4 | -13.6 | -3.7 | nt | -8.4
O=C(NC1CCCCCC1)C1CCN(S(=O)(=O)c2c(Cl)cccc2Cl)CC1 | -6.6 | -7.6 | -2.0 | 9.1 | -3.6 | 1.3 | 6.1 | -1.7
O=c1cc(COc2ncnc3c(Cl)cc(Cl)cc23)nc2sccn12 | nt | -8.6 | 2.2 | 3.6 | -10.4 | -1.7 | -4.5 | -1.3
Cc1ccc(NC(=O)c2ccc(OC(=O)COc3ccc(Cl)cc3C)cc2)cc1 | nt | -45.4 | -3.3 | -67.3 | 0.0 | 5.2 | nt | -151.3
Cc1cccc(OC(C)C(=O)Nc2nc(-c3ccncc3)cs2)c1 (stereo unspecified) | -5.9 | -11.7 | 1.7 | 4.5 | 3.7 | -1.2 | 1.7 | 6.4
Cc1ccccc1CNC(=O)CN(c1cccc([N+](=O)[O-])c1)S(C)(=O)=O | 0.4 | 17.6 | -2.2 | 1.9 | -2.8 | -0.7 | nt | 3.3
CCN(C[C@H]1N[C@@](Cc2ccccc2)(C(=O)OC)[C@H]2C(=O)N(C)C(=O)[C@@H]12)C(=O)c1ccc(C(C)(C)C)cc1 | -9.1 | 33.2 | 0.6 | 7.1 | 17.3 | -1.6 | nt | -2.8
COc1ccc(CC(=O)OCC(=O)Nc2ccc(F)cc2)cc1 | -3.4 | 5.8 | 3.1 | 1.9 | -4.4 | -3.9 | nt | -13.2
CCN(CC)S(=O)(=O)c1ccc(/C=C/C(=O)Nc2ccccc2N2CCOCC2)cc1 | -9.1 | -2.6 | -1.8 | 11.4 | 1.0 | nt | -6.6 | 16.6
O=C(c1ccco1)N(CCC(c1ccccc1)c1ccco1)Cc1ccc(F)cc1 (stereo unspecified) | 6.1 | nt | -6.6 | 13.4 | nt | 3.9 | -16.9 | nt
Cc1cccc(N2N=C(C(=O)N3CC(=O)Nc4ccccc43)CCC2=O)c1 | nt | 17.1 | -1.2 | 4.6 | 1.7 | 1.9 | nt | 30.8
COc1ccccc1C(=O)NC1CCCc2ccccc21 (stereo unspecified) | nt | 14.3 | -0.5 | 20.0 | 1.3 | -1.7 | nt | 8.6
C[C@H](CO)N1C[C@H](C)[C@H](CN(C)C(=O)c2ccncc2)OCCCC[C@H](C)Oc2ccc(NC(=O)Cc3ccccc3)cc2C1=O | 2.1 | nt | 11.2 | -2.1 | 0.3 | -3.6 | 2.5 | -6.9
O=C(c1ccco1)N1CCN(C2CN(C3CCCCC3)S(=O)(=O)C2)CC1 (stereo unspecified) | 1.2 | 10.4 | 16.2 | -10.5 | nt | nt | -1.9 | 8.3
CC(C)CN(CCNC(=O)CN1C(=O)COc2ccc(S(=O)(=O)N3CCOCC3)cc21)CC(C)C | 0.9 | -3.5 | 4.9 | 6.9 | -1.2 | -3.4 | 4.6 | -10.4
Cc1cccc2sc(NC(=O)C3CCCO3)nc12 (stereo unspecified) | -2.4 | -68.7 | 1.5 | nt | nt | 1.1 | -12.8 | nt
CCOC(=O)c1ccc(NC(=O)NCc2cccnc2)cc1 | -7.9 | -3.5 | -0.7 | -40.6 | 5.5 | -1.0 | nt | -4.9
CCCCCCNS(=O)(=O)c1nc2nc(C)cc(C)n2n1 | 2.3 | 1.3 | -3.2 | 4.6 | 0.6 | -2.6 | 1.8 | 5.5
O=C(COc1ccc(F)c(Cl)c1)NC(=O)NC1CCCC1 | -1.4 | -26.8 | 7.3 | -3.4 | -6.7 | -0.7 | -10.2 | -26.2
COc1cc2c(cc1OC)CN(C(=O)c1ccc(OC)c([N+](=O)[O-])c1)CC2 | nt | 4.7 | -2.9 | 6.5 | 2.5 | 8.0 | nt | 5.5
Cc1ccc(S(=O)(=O)N(C)C)cc1NC(=O)CSc1nnnn1-c1ccc(O)cc1 | 28.0* | -5.4 | 4.7 | 8.4 | -3.2 | -4.3 | 7.1 | -6.7
COc1ccccc1C#Cc1ccc2c(c1)O[C@H](CN(C)C(C)=O)[C@@H](C)CN([C@@H](C)CO)S2(=O)=O | 1.4 | -1.1 | 3.4 | 2.3 | 6.7 | 1.8 | 4.2 | nt
Cn1c(N)c(C(=O)COC(=O)COc2ccc(Cl)cc2Cl)c(=O)n(C)c1=O | -3.3 | 3.4 | 0.9 | -1.2 | 9.2 | 1.0 | 8.6 | 2.3
O=C(c1ccc2c(c1)OCO2)N1CC(=O)N2[C@H](CO)[C@H](c3ccc(C#CCC4CCCC4)cc3)[C@H]2C1 | nt | -10.7 | 18.1 | -0.2 | nt | -3.8 | -18.1 | 5.8
O=C(NCc1ccc(F)cc1F)[C@@H]1CCCN1C(=O)[C@@H]1CCCN1C(=O)c1ccc(Cl)cc1 | nt | -6.4 | -1.4 | 2.9 | -5.5 | nt | nt | 22.4
COc1ccccc1NC(=O)CSCc1cc(=O)n2ccsc2n1 | 4.1 | 2.9 | 1.2 | nt | -3.8 | -1.7 | -7.6 | 1.2
C[C@H](O)C#Cc1cnc2c(c1)C(=O)N([C@H](C)CO)C[C@H](C)[C@@H](CN(C)Cc1cccc(C(=O)O)c1)O2 | 1.1 | 10.8 | -1.8 | -21.9 | nt | -1.7 | -1.6 | nt

2 entries from above, with each value named.
CCCCCCNS(=O)(=O)c1nc2nc(C)cc(C)n2n1
  PglD DTNB: 2.3; LGR2 inh: 1.3; S100A4 MyoIIA: -3.2; EWS-Fli inh: 4.6; FN deposit inh: 0.6; ERAP1 inh: -2.6; PGC1a acetyl inh: 1.8; PAX8 inh HTS: 5.5

O=C(COc1ccc(F)c(Cl)c1)NC(=O)NC1CCCC1
  PglD DTNB: -1.4; LGR2 inh: -26.8; S100A4 MyoIIA: 7.3; EWS-Fli inh: -3.4; FN deposit inh: -6.7; ERAP1 inh: -0.7; PGC1a acetyl inh: -10.2; PAX8 inh HTS: -26.2

Screening results deposited in PubChem by Broad Institute.
